PRMT1 inh = blocks human protein arginine methyltransferase 1 | Q99873 | recombinant PRMT1, activity-based probe fluorescence polarization | inhibition, % at 2.79 µM | 370,000 compounds, 1.3% hits | AID 652257;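 active = inhibition above about 21% made by adding two undisclosed values, limit read from the data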
TCR-CD3 inh = human TCR-CD3 binding inhibition | TAMRA-labeled TCR probe fluorescence, biochemical | inhibition, % at 9.4 µM | 360,000 compounds, 0.37% hits; in the data active = inhibition above about 19%;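 also: recombinant mutant TCR 2C K166C tagged with TAMRA read by polarization; 0% = receptor in buffer alone and 100% = receptor with positive control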
HTRA1 inh = inhibitors of human serine peptidase HTRA1; Q92743; recombinant HTRA1, FP-rhodamine activity-based probe, fluorescence polarization; inhibition, % at 5.96 µM; 340,000 compounds, 0.5% hits; AID 504803; in the data active = inhibition above about 36%;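 also: 0% = enzyme with DMSO and 100% = wells lacking enzyme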
TDP2 inh = TDP2 (human) inhibition, absorbance primary screen | 370,000 compounds, 0.34% hits | inhibition, % at 12.8 µM | recombinant TDP2, T5PNP hydrolysis, p-nitrophenol absorbance 415 nm | O95551;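 active = inhibition above the mean of all tested compounds plus 3 SD, set per campaign, cut at about 25% in these data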;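 also: 0% = DMSO with enzyme and 100% = buffer with substrate but no TDP2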
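Evaluation: % inhibition relative to enzyme-containing and enzyme-free wells. Material: recombinant human TDP2. Benchmarks: enzyme-free and DMSO wells. Timing: enzyme reaction with compound for 2 h at 37 °C. Compound dosing: 12.8 µM only. Measured by: p-Nitrophenol epi absorbance. Reagent: T5PNP substrate at 5 mM, a TopII-DNA adduct mimic. Replication: single well per compound.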
LEDGF integ inh = blocks HIV-1 LEDGF/p75-dependent DNA integration; inhibition, % at 3.7 µM; AID 743269; TR-FRET IN-LEDGF/p75 DNA integration, Eu/Cy5; 370,000 compounds, 0.64% hits;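 active = inhibition above the screen-wide mean plus 3 SD, cut at about 13% in these data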;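 also: signal is the Cy5 over europium emission ratio at 671 and 618 nm; 0% = plate median of compound wells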
rCAG RNA binder = r(CAG) repeat RNA binding; TO-PRO-1 dye displacement fluorescence; inhibition, % at 3 µM; 370,000 compounds, 1.3% hits;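 active = inhibition above the plate cutoff, the mean of all test compounds on that plate plus 3 SD, cut at about 35% in these data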;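 also: 0% = DMSO alone and 100% = 100 µM mitoxantrone as full dye displacement; higher means more dye released from RNA so lower well fluorescence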
NR1D1 modulator = Rev-erb alpha (human) modulation | Rev-erbα–FITC-DNA binding, fluorescence polarization, 90 min | 370,000 compounds, 0.79% hits | activity, % at 10 µM | P20393;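 active = activity above about 14%, limit read from the data; passing the limit was not always enough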;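 also: 0% = DMSO wells with 35 nM protein and 100% = DMSO wells with 750 nM protein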
Target sequence (P20393 whole entry, looked up): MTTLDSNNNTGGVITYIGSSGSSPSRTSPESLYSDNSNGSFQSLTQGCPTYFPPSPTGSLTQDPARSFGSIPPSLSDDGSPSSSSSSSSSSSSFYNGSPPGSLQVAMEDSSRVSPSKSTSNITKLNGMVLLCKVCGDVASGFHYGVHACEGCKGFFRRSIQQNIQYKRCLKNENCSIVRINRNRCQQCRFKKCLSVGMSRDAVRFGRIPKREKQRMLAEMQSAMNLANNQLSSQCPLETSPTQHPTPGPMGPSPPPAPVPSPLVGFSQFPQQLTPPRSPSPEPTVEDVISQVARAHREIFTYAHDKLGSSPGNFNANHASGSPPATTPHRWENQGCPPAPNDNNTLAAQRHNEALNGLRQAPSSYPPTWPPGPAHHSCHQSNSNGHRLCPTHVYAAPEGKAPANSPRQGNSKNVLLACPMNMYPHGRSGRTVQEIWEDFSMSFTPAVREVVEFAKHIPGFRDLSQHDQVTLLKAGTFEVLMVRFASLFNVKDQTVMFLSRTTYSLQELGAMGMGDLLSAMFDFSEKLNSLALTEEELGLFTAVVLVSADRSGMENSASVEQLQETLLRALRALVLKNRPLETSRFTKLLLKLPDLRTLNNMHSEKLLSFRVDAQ
SIAE inh = human SIAE inhibition, primary screen | Q9HAT2 | SIAE FP-Rh probe binding, fluorescence polarization | inhibition, % at 9.66 µM | 370,000 compounds, 0.69% hits | AID 1053197;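 active = inhibition above a cutoff: mean of compounds within the control limits plus 3 SD of those, cut at about 17% in these data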;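 also: 0% = plate median of compound wells and 100% = probe without SIAE protein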
mABHD4 FP = ABHD4 (mouse) inhibition, primary FP screen; purified mABHD4, FP-Rh probe fluorescence polarization; Q8VD66; 370,000 compounds, 0.54% hits; inhibition, % at 8.92 µM;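 active = inhibition exceeding the mean over every tested compound plus 3 SD, cut at about 30% in these data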;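 also: 0% = plate median of compound wells and 100% = S159A mutant with DMSO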
Target sequence (Q8VD66 whole entry, looked up): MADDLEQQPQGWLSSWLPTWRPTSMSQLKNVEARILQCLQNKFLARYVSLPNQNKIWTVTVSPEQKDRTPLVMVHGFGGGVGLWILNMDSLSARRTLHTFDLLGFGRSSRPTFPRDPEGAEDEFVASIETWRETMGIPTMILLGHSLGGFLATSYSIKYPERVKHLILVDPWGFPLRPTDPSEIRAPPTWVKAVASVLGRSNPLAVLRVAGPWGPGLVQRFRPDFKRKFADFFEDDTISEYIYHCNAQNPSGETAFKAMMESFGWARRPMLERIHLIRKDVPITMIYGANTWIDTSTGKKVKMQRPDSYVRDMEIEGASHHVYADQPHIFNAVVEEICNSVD
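Test system: mouse ABHD4 enzyme, wild type. Reagent: FP-Rh fluorescent activity-based probe, added after compound pre-incubation. Timing: pre-incubation 45 min, probe exposure 60 min, at 25 °C. Technique: FP readout, ex 525 nm / em 598 nm. Benchmarks: high control S159A mutant with DMSO, low control median of compound wells.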
PG9 binder = PG9 antibody binding by small molecule; TR-FRET gp120-PG9 antibody binding; inhibition, % at 6.7 µM; 360,000 compounds, 0.43% hits; AID 624416; in the data active = inhibition above about 8.5%
* hit, by the source's call; / = not tested or not shown.

Each structure is followed by: PRMT1 inh	TCR-CD3 inh	HTRA1 inh	TDP2 inh	LEDGF integ inh	rCAG RNA binder	NR1D1 modulator	SIAE inh	mABHD4 FP	PG9 binder
> COc1ccc(CN2CCN(C(=O)CCC(=O)Nc3nnc(C(C)C)s3)CC2)cc1F
  3	-3	2	15	-3	-8	-1	-6	0	-0.5
> CC(=O)Nc1cc(C(=O)N2CCN(C)CC2)ccc1S(=O)(=O)c1ccc(C)cc1
  -2	8	-4	-11	-2	-4	-5	-10	1	-2.1
> O=C(Nc1nccs1)c1ccc(-c2ccc(Cl)cc2)o1
  -3	-3	-17	-3	3	6	17	0	20	0.6
> O=C(Nc1nnc(Cc2ccccc2)s1)C1CCC1
  -1	-3	3	-8	3	-3	0	-1	-8	-0.4
> Cc1ccc(N2CC(C(=O)Nc3ccc(S(=O)(=O)N4CCOCC4)cc3)CC2=O)cc1Cl (stereo not given)
  0	3	3	-8	-2	5	5	-21	3	-0.4
> COc1ccc(N2CCN(C(=O)CNC(=O)c3cccc(Br)c3)CC2)cc1
  -1	-2	-4	0	3	0	-4	15	2	-1.9
> C=CCNC(=S)NNC(=O)C(CCCC)CC(O)COCC(C)C (stereo not given)
  3	6	12	12	-4	0	7	2	-3	0.8
> Cn1c(=O)cc(SCC(=O)N2CCOCC2)c2ccc(Cl)cc21
  -4	5	7	-3	0	0	-6	-5	-2	3.5
> Cc1ccc(Cn2c(C)c(C(=O)NCc3cccs3)sc2=O)cc1
  9	-5	/	-10	0	-1	-2	1	-12	-1.0
> CC(C)NC(=O)c1ccccc1NS(=O)(=O)c1ccc(Br)s1
  -5	8	-6	3	2	19	8	-5	-1	-1.2
> N/C(=N\OC(=O)c1ccc(F)cc1)c1ccccc1
  -2	5	-8	8	-2	-3	-5	1	1	1.8
> O=C(COC(=O)c1cnccn1)Nc1ncc(C(F)(F)F)cc1Cl
  -3	1	7	12	0	9	-1	-1	2	-1.7
> CC1C=CCC2C(=O)N(c3ccccc3OC(=O)c3ccco3)C(=O)C12 (stereo not given)
  -8	0	4	8	2	4	-8	12	0	0.9
> Cc1onc(-c2ccccc2Cl)c1C(=O)Nc1ccc(S(=O)(=O)NCC2CCCO2)cc1 (stereo not given)
  2	-7	-12	-7	4	4	2	3	-6	-0.9
> O=S(=O)(c1cccc(C(F)(F)F)c1)N1CCC(O)(c2cccnc2)CC1
  -3	7	0	-7	-3	-2	-4	-4	-2	-2.5
> O=C(/C=C/c1ccc(Cl)cc1Cl)c1nc2ccccc2[nH]1
  -2	1	-3	-7	2	4	-8	0	-2	-3.0
> O=C(N/N=C/c1cccnc1)c1cccc(N2CCCC2=O)c1
  2	-1	2	-5	-7	-3	9	-4	0	-0.9
> COc1ccccc1OCCn1c(=O)sc2ccccc21
  4	-4	-22	-3	0	-1	3	-4	-1	2.5
> COc1ccccc1N(CC(=O)NC1CCCC1)C(=O)c1oc(C(C)(C)C)cc1C
  1	-5	-2	1	-5	-12	-3	0	-3	0.0
> CCCS(=O)(=O)NC(=O)C1(C)CCN(C(=O)Cc2ccc(OC)cc2)C1 (stereo not given)
  0	-2	/	2	-1	3	2	5	-2	-1.6

Some of these compounds in order of count of non-hydrogen atoms, smallest number first.
Each structure is followed by: PRMT1 inh	TCR-CD3 inh	HTRA1 inh	TDP2 inh	LEDGF integ inh	rCAG RNA binder	NR1D1 modulator	SIAE inh	mABHD4 FP	PG9 binder
> O=C(Nc1nnc(Cc2ccccc2)s1)C1CCC1
  -1	-3	3	-8	3	-3	0	-1	-8	-0.4
> O=C(Nc1nccs1)c1ccc(-c2ccc(Cl)cc2)o1
  -3	-3	-17	-3	3	6	17	0	20	0.6
> CC(C)NC(=O)c1ccccc1NS(=O)(=O)c1ccc(Br)s1
  -5	8	-6	3	2	19	8	-5	-1	-1.2
> Cn1c(=O)cc(SCC(=O)N2CCOCC2)c2ccc(Cl)cc21
  -4	5	7	-3	0	0	-6	-5	-2	3.5
> C=CCNC(=S)NNC(=O)C(CCCC)CC(O)COCC(C)C (stereo not given)
  3	6	12	12	-4	0	7	2	-3	0.8
> CC1C=CCC2C(=O)N(c3ccccc3OC(=O)c3ccco3)C(=O)C12 (stereo not given)
  -8	0	4	8	2	4	-8	12	0	0.9
> COc1ccccc1N(CC(=O)NC1CCCC1)C(=O)c1oc(C(C)(C)C)cc1C
  1	-5	-2	1	-5	-12	-3	0	-3	0.0

Two consecutive compounds from above:
Each structure is followed by: PRMT1 inh	TCR-CD3 inh	HTRA1 inh	TDP2 inh	LEDGF integ inh	rCAG RNA binder	NR1D1 modulator	SIAE inh	mABHD4 FP	PG9 binder
> Cn1c(=O)cc(SCC(=O)N2CCOCC2)c2ccc(Cl)cc21
  -4	5	7	-3	0	0	-6	-5	-2	3.5
> Cc1ccc(Cn2c(C)c(C(=O)NCc3cccs3)sc2=O)cc1
  9	-5	/	-10	0	-1	-2	1	-12	-1.0

(further entries)
Each structure is followed by: PRMT1 inh	TCR-CD3 inh	HTRA1 inh	TDP2 inh	LEDGF integ inh	rCAG RNA binder	NR1D1 modulator	SIAE inh	mABHD4 FP	PG9 binder
> NS(=O)(=O)c1ccc(CCNC(=O)C2CCCN2C(=O)c2cccs2)cc1 (stereo not given)
  3	-4	-1	1	-2	0	-4	-5	-1	-1.8
> CCC(C)NC(=O)c1cn(CC)c2ccc(S(=O)(=O)N3CCCCCC3)cc2c1=O (stereo not given)
  3	2	0	-4	0	-3	-1	-5	1	-0.1
> O=C1CCC(=O)N1c1ccc(S(=O)(=O)Nc2cccc([N+](=O)[O-])c2)cc1
  -1	6	-2	-5	0	6	3	1	6	0.5
> CSCCC(NC(=O)c1ccccc1)C(=O)Nc1ccc(NC(C)=O)cc1 (stereo not given)
  -2	-5	/	-1	7	2	5	5	-2	-0.7
> CC(C)(C)NC(=O)CN(CCc1ccccc1)C(=O)c1csnn1
  2	1	1	2	-3	0	-5	-8	1	1.1
> COc1cccc(C(C(=O)NC2CCCC2)N(CC2CCCO2)C(=O)Cc2cccs2)c1 (stereo not given)
  2	-8	3	-1	1	-3	-4	2	-4	-0.8
> COc1ccc(C(=O)COc2ccc(C(C)=O)cc2OC)cc1OC
  3	2	3	8	-1	0	1	-3	3	3.3
> O=C(NC1CCCC1)c1cccc(S(=O)(=O)N2CCCCC2)c1
  1	4	3	-1	2	-9	2	-10	1	-0.5
> O=C(NNc1nc(Nc2ccccc2)nc(N2CCOCC2)n1)Nc1ccc(Cl)cc1
  3	-8	-30	-9	-6	10	-8	-17	-19	-2.2
> C=CCn1c(=O)c(C(=O)Nc2cc(C)ccn2)c(O)c2ccccc21
  0	-5	-12	9	-5	-1	2	-8	3	0.9
> O=C(CCNc1n[nH]c(=O)[nH]c1=O)N/N=C\c1ccc(Br)cc1
  0	5	-1	0	0	1	-5	-3	-4	0.4
> CCCCNC(=O)c1onc(CSc2cccc(Cl)c2)c1C(=O)O
  1	2	0	-6	0	33	-1	-3	-25	-2.3
> COc1ccc(C(CNC(=O)c2cccc(NS(=O)(=O)c3ccc(C)c(F)c3)c2)N(C)C)cc1 (stereo not given)
  -5	-2	-7	-6	0	-2	0	-4	-3	0.8
> O=C(Nc1ccc2c(c1)OCCO2)c1ccc(NC(=O)C2CCCO2)cc1 (stereo not given)
  2	-7	-2	-3	-2	-3	-10	-2	2	0.0
> Cc1ccc(C)c(N2CCN(C(=O)CCc3nc4ccccc4[nH]3)CC2)c1
  2	-2	0	3	-1	0	2	-4	-4	1.1
> CCO/N=C/C(=O)Nc1ccc(F)cc1F
  1	-6	-2	-4	0	1	-2	3	1	-1.7
> C=CCNC(=O)c1ccc(C(=O)c2ccccc2)cc1
  -2	3	8	-1	-1	-2	1	-1	-3	1.7
> COc1ccc(/C=N/NC(=O)CCC(=O)Nc2ccc(F)cc2)c(OC)c1
  6	0	-10	9	1	-2	2	0	-4	0.6
> O=C1c2ccccc2C(=O)N1CC(=O)N1c2ccccc2CCc2ccccc21
  -1	2	-8	7	0	-8	-2	-1	-15	0.5
> CN(Cc1cn(C)nc1-c1ccccc1F)CC1CCN(Cc2ccccc2)CC1
  -2	2	-4	-10	2	-5	-1	4	2	-0.3

Carrying on:
Each structure is followed by: PRMT1 inh	TCR-CD3 inh	HTRA1 inh	TDP2 inh	LEDGF integ inh	rCAG RNA binder	NR1D1 modulator	SIAE inh	mABHD4 FP	PG9 binder
> Cc1nn(-c2ccc(C(=O)OC(C)C)cc2)c(C)c1[N+](=O)[O-]
  4	-12	-6	-11	-6	-5	-2	4	2	-0.4
> O=C(Nc1cc(S(=O)(=O)N2CCOCC2)ccc1N1CCCCC1)c1ccc(Cl)cc1
  0	7	-37	-16	2	5	-10	-1	-11	0.0
> CN(CC(=O)Nc1ccc(F)c(F)c1F)C(=O)CN1C(=O)NC2(CCCC2)C1=O
  2	8	-5	-13	-3	-3	-7	-4	6	1.1
> CCCCCn1c(Sc2ccccc2)nc2c1c(=O)[nH]c(=O)n2C
  -4	0	-11	6	4	-1	6	-5	-3	0.2
> Nc1nc(CN2CCCCCC2)nc(Nc2ccccc2)n1
  0	3	-9	-8	2	4	-7	-6	-4	-0.5
> Cc1nnc(SCC(=O)Nc2cccc(S(=O)(=O)N3CCCCC3)c2)s1
  -1	-1	-6	5	2	6	10	-1	-4	-1.4
> C/C(=N\NC(=O)c1cccc(N2CCCC2=O)c1)c1ccc(N)cc1
  -2	5	7	-8	-3	2	-3	0	1	-0.1
> COC(=O)c1cc(=O)nc2scc(C)n12
  7	-7	5	-4	3	0	-2	4	-3	0.6
> CCCN(C(=O)CSc1nc2cc(S(=O)(=O)N(CC)CC)ccc2o1)C1CCS(=O)(=O)C1 (stereo not given)
  3	-6	5	-19	2	-8	-2	-4	-4	-1.9
> C=CCc1c(C)c(C#N)c2nc3ccccc3n2c1NCCN(C)C
  -1	0	2	-8	-2	1	-1	5	4	-1.2
> COc1ccc(Cn2nnnc2C(c2ccc(F)cc2)N2CCN(C3CCCC3)CC2)cc1 (stereo not given)
  -1	-6	-3	2	4	-11	-4	-4	2	0.4
> COc1cc(C(=O)OCCc2c(C)nc3nc[nH]n3c2=O)cc(OC)c1OC
  1	11	-1	-1	-5	5	-4	-2	6	-0.5
> O=C(COC(=O)CCSc1ccccc1Cl)Nc1ccc(F)cc1F
  0	-2	-18	-13	0	4	-1	-8	-6	-2.0
> C=CCNCCOc1ccc(C)cc1[N+](=O)[O-]
  4	-4	1	13	-1	0	1	0	16	-1.5
> CCOC(=O)c1ccc(Nc2nc(N3CCOCC3)nc(N3CCOCC3)n2)cc1
  4	-2	-2	-3	-1	-2	-1	0	5	-2.6
> COCCN(C(=O)c1cc2c(s1)CCCCC2)c1c(N)n(CC(C)C)c(=O)[nH]c1=O
  -2	-18	14	3	5	-1	7	-5	-4	-1.4

Some of the compounds tested; rates above refer to the full screens.
